ER stress death: protection against thapsigargin ER stress killing – CSM14.1 cells, ATP luminescence, primary screen. relative survival (cellular ATP), % at 15 µg/mL (by protocol). actives 0.33% (n = 48,000). CSM14.1 thapsigargin ER stress survival;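 active = survival measured by cellular ATP above 50% at 15 µg/ml in the first screen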;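 also: cell death triggered by about 15 µM thapsigargin; ATP read 24 h after thapsigargin was added; plate controls were thapsigargin with DMSO for no effect and DMSO without thapsigargin for full effect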
* hit, by the source's call. This is a subset; rates above refer to the full screens.

SMILES	ER stress death
CCOC(=O)C(=CC1=C/C(=C/N(C)C)C(=O)O1)C(=O)OCC	7
O=C(O)/C=C\C(=O)N(c1ccccc1)c1ccc2ccccc2c1	7
O=C(Nc1ncc([N+](=O)[O-])s1)c1ccc2c(c1)C(=O)N(CC1CCCO1)C2=O (stereo not drawn)	2
CC(C)c1ccc(/C=C2\SC(=S)N(Cc3ccccc3)C2=O)cc1	10
CCC(C(=O)Nc1ccc(F)cc1F)c1ccccc1 (stereo not drawn)	-1
Cc1cc(OCC(=O)Nc2cccc(S(N)(=O)=O)c2)ccc1Cl	3
COC(=O)c1ccc(N/C=C\C(=O)c2ccc3c(c2)OCO3)cc1	12
Cc1ccc2c(Cl)c(C(=O)Nc3ccccn3)sc2c1	0
CCCCOc1ccc(C(=O)NCCc2ccccc2)cc1	10
CN1CCC(=NNC(=O)c2cc3ccccc3cc2O)CC1	1
CCCS(=O)(=O)c1c(S(=O)(=O)CCC)c2c(N)cccn2c1C(=O)OC	8
COc1ccc(N(CC(=O)Nc2ccc(Br)cc2)S(C)(=O)=O)cc1	3
COc1cccc(/C=C2\SC(=O)N(CCC(=O)Nc3c(C)n(C)n(-c4ccccc4)c3=O)C2=O)c1	7
O=C(COC(=O)c1cc2ccccc2o1)c1ccccc1	11
CCOC(=O)C(C)C(O)C(=O)OCC (stereo not drawn)	0
COc1ccc(OC)c(NC(=O)c2cccc3c(Br)cccc23)c1	-2
OC(COCc1ccc(Cl)cc1)CSc1nc2ccccc2s1 (stereo not drawn)	-3
CC1=NN(c2ccc([N+](=O)[O-])cc2)C(=O)/C1=C\N(C)C	-6
NS(=O)(=O)c1ccc(CNS(=O)(=O)c2ccc([N+](=O)[O-])cc2)cc1	11
CCc1nnc(NS(=O)(=O)c2ccc(NC(=S)NC(=O)/C=C/c3ccc(C(C)C)cc3)cc2)s1	10
O=C(Nc1ccccc1C(=O)N1CCCCCC1)c1ccc(Cl)cc1	3
CCOC(=O)c1c(NC(=O)/C=C/c2ccccc2)sc2c1CC(C)(C)OC2	10
O=C(O)C1CCCCC1C(=O)N1CCN(c2ccc(F)cc2)CC1 (stereo not drawn)	-19
COc1ccc(/C=C/C(=O)Nc2ccc([N+](=O)[O-])cc2OC)cc1	1
Cc1cccc(C)c1OCCCCCCc1c(C)n[nH]c1C	-17

Continuation:
SMILES	ER stress death
Cc1ccc(S(=O)(=O)NN2C(=O)/C(=C/c3cccc4ccccc34)SC2=S)cc1	6
CN1C(=O)C(=Cc2cc([N+](=O)[O-])cc(Br)c2O)C(=O)N(C)C1=O	1
CCOc1cc(C=O)ccc1OCc1ccccc1F	7
CC(N/C=C1/CC(=O)NC1=O)c1ccccc1 (stereo not drawn)	-2
N/C(=N\OC(=O)C12CC3CC(CC(C3)C1)C2)c1ccccn1	-4
O=C(c1ccc(-c2ccc(Cl)cc2)o1)N1CCOCC1	10
O=C(Nc1ccc2oc(-c3ccncc3)nc2c1)c1ccncc1	2
COc1cc(/C=C2\SC(NC(C)=O)=NC2=O)cc2sc(=O)oc12	6
CCSc1nnc2n(-c3ccc(C)cc3)c(=O)c3c4c(sc3n12)CCCC4	8
CC1CCC/C(=N\NC(=O)Nc2ccccc2)C1 (stereo not drawn)	4
O=C(COc1ccc([N+](=O)[O-])cc1)Nc1ccc2nn(-c3ccccc3)nc2c1	8
CSc1ccccc1NC(=O)c1nn2c(c1Br)NC(c1cccs1)CC2C(F)(F)F (stereo not drawn)	-3
COc1cc(/C=N/Nc2nc(Nc3ccccc3)nc(N3CCOCC3)n2)ccc1OCc1ccccc1	-15
COc1ccc(-c2nc(NC(=O)c3ccco3)sc2-c2ccc(OC)cc2)cc1	1
CC(C)=N/N=C1/NC(=O)C(CC(=O)Nc2cc(Cl)ccc2C)S1 (stereo not drawn)	4
CC(=O)COc1cc(C)cc2oc(=O)cc(-c3ccccc3)c12	0
CC1=CC(=O)N(c2ccc([N+](=O)[O-])cc2)C1=O	7
CC(C)(C)c1csc(N/N=C/c2ccc(C#N)cc2)n1	6
CC(=O)c1ccc(NC(=O)CSc2nc(C)cc(=O)[nH]2)cc1	7
COc1cccc(C2/C(=C(\O)c3ccc(Cl)cc3)C(=O)C(=O)N2CCCCCC(=O)O)c1 (stereo not drawn)	-6
COc1ccc(/C=N/NC(=O)CCNc2n[nH]c(=O)[nH]c2=O)cc1	8
C#CCOC(=O)C(C=C=C)(C(F)(F)F)C(F)(F)F	1
COc1ccccc1-c1nnc(N)s1	7
O=C(COC(=O)c1ccc(C#Cc2ccccc2)cc1)c1ccc([N+](=O)[O-])cc1	6
c1ccc2c(c1)[nH]c1nc3nncn3nc12	5

Overlap with the part before: two entries, followed by the next part.
SMILES	ER stress death
O=C(COC(=O)c1ccc(C#Cc2ccccc2)cc1)c1ccc([N+](=O)[O-])cc1	6
c1ccc2c(c1)[nH]c1nc3nncn3nc12	5
Cc1cccc(C(=O)Nc2c(C(=O)N3CCN(C)CC3)cnn2-c2ccccc2)c1	2
CC1=NN(c2ccc(S(N)(=O)=O)cc2)C(=O)/C1=C\c1ccc(-c2ccc(C(=O)OC(C)C)cc2)o1	-4
COc1cccc(OCC(=O)Nc2ccc(OC)c(OC)c2)c1	6
Cc1ccc(OCC(=O)NCc2ccc3c(c2)OCO3)c(C)c1	12
O=C(NCCOc1cccc2ccccc12)Nc1cc(F)c(F)cc1Cl	20
Oc1ccccc1C1=NCCNC(C(F)(F)F)=C1	4
COc1ccc(CNC(=O)c2ccc(C)c([N+](=O)[O-])c2)cc1	5
CN1C(=O)/C(=C\c2ccc(OCCOc3ccc([N+](=O)[O-])cc3)cc2)SC1=S	7
COC(=O)C1=C(C)N(CCc2ccc(OC)c(OC)c2)C(=O)/C1=C\c1ccc2c(c1)OCO2	2
CCOC(=O)CSc1nnc(-c2ccccc2)c(-c2ccccc2)n1	-3
c1ccc(C(c2ccccc2)c2nnc(C(c3ccccc3)c3ccccc3)o2)cc1	7
O=C1NC(=Nc2cccc(Cl)c2Cl)S/C1=C\c1ccco1	1
COc1ccc(Cl)cc1N(CC(=O)NCc1ccncc1)S(=O)(=O)c1ccc(C)cc1	10
CC1(C)Cc2c(sc3nc(SCCc4ccccc4)n(CCc4ccccc4)c(=O)c23)CO1	6
CCOC(=O)C1=C(c2ccccc2)N=c2s/c(=C\c3ccc(O)c(OC)c3)c(=O)n2C1c1ccccc1OC (stereo not drawn)	9
CCCN1C(=O)c2cccc3c(S(=O)(=O)N(C)C)ccc1c23	12
COc1ccc(O)c(-c2cc(-c3ccccc3C)[nH]n2)c1	-11
COc1ccc(NC(=O)C2CC(=O)N(c3ccc(Br)cc3)C2)c(OC)c1 (stereo not drawn)	-1
OC(c1ccccc1)c1nc2ccccc2s1 (stereo not drawn)	2
O=C(NCCc1ccccc1)c1nn2c(c1Br)NC(c1cccs1)CC2C(F)(F)F (stereo not drawn)	7
O=[N+]([O-])c1ccc(N2CCN(S(=O)(=O)c3ccccc3)CC2)cc1Sc1cccc2cccnc12	1
COCCNC(=O)c1cc2nc(-c3ccc(Cl)c(Cl)c3)cc(C(F)(F)F)n2n1	4
Cc1ccc(C(=O)Nc2nc(-c3ccc(F)cc3)cs2)o1	2
Cc1cc(C)nc(NC(=O)c2c(-c3c(Cl)cccc3Cl)noc2C)c1	5
COC(=O)c1ccc(OCc2cc(C(=O)OC)oc2C)cc1	14

(listing goes on)
SMILES	ER stress death
CC(C)CCc1c(O)nc(SCCN(C)C)[nH]c1=O	3
CCOCCOC(=O)c1ccc(NC(=O)c2cccs2)cc1	1
COc1ccc(NC(=O)/C(=C\c2ccc(Br)cc2)NC(=O)c2ccccc2F)cc1	4
CCOC(=O)c1c(N)sc(C)c1-c1ccc(OCC)cc1	2
CCCOc1cccc(C(=O)Nc2ccccc2C(F)(F)F)c1	-2
Cn1c(=O)c([N+](=O)[O-])c(NCCc2ccccc2)c2ccccc21	2
O=Cc1ccc(OC(=O)c2ccc(I)cc2)cc1	7
Cc1cccc(/C=C2\C(=O)NN(c3ccccc3)C2=O)c1	3
O=C(COc1ccc(Cl)cc1Cl)Nc1ccc(Br)cn1	7
CC(/C=C/c1ccccc1)=N\Nc1nnc2c(n1)[nH]c1ccccc12	12
O=C1C2C3C=CC(C3)C2C(=O)N1/N=C/c1ccc2c(c1)OCO2 (stereo not drawn)	2
O=c1/c(=C\c2ccccc2OCc2cccc3ccccc23)sc2nc3ccccc3n12	3
COc1ccc(/C=C2\C(=O)NC(=O)N(c3ccc(Cl)cc3)C2=O)cc1C(=O)O	4
Cc1ccc(OCC(=O)N2CCN(c3ccc([N+](=O)[O-])cc3Cl)CC2)cc1C	-4
Cc1cc(C)c2nc3s/c(=C\c4ccc(-c5cc([N+](=O)[O-])c(C)cc5C)o4)c(=O)n3c2c1	7
COc1ccc(Br)cc1C(=O)Nc1ccc2nn(-c3ccc(F)cc3)nc2c1	2
O=C(O)c1cc(S(=O)(=O)NCc2ccccc2)ccc1Br	3
Clc1ccc(C=NN2CCN(Cc3ccccc3Cl)CC2)cc1	6
O=C(CCC(NC(=O)OCc1ccccc1)C(=O)OCc1ccccc1)Oc1ccc([N+](=O)[O-])cc1 (stereo not drawn)	5
O=C(Nc1ccccc1)Nc1nnc(SCc2ccc(Cl)cc2Cl)s1	0
Cc1cccc(C=Nc2ccc(O)cc2)c1	23
O=C1CCCc2oc3c(Br)cc(NS(=O)(=O)c4cc(Cl)ccc4Cl)cc3c21	-1
NC(=O)c1c(NC(=O)/C=C/c2ccccc2)sc2c1CCC2	7
COc1ccccc1C(=O)N1CCN(Cc2cc(OC)c(OC)c(OC)c2)CC1	-4
Cc1ccc(NC(=O)c2cccc(C(=O)Nc3ccc(C)c(C)c3)c2)cc1C	7

The list goes on; the last 5 above are carried over.
SMILES	ER stress death
Cc1cccc(C=Nc2ccc(O)cc2)c1	23
O=C1CCCc2oc3c(Br)cc(NS(=O)(=O)c4cc(Cl)ccc4Cl)cc3c21	-1
NC(=O)c1c(NC(=O)/C=C/c2ccccc2)sc2c1CCC2	7
COc1ccccc1C(=O)N1CCN(Cc2cc(OC)c(OC)c(OC)c2)CC1	-4
Cc1ccc(NC(=O)c2cccc(C(=O)Nc3ccc(C)c(C)c3)c2)cc1C	7
O=C(CSCc1ccccc1)NCCc1ccc(Cl)cc1	0
COc1cc(OC)cc(C(=O)Nc2ccc3nn(-c4ccc(F)cc4)nc3c2)c1	4
COc1ccc(OC)c(NC(=S)NC(=O)c2ccco2)c1	-2
COc1ccc2noc3c2c1C(=O)c1ccccc1-3	0
Cc1ccc(/C=C/C(=O)c2ccc([N+](=O)[O-])cc2)s1	3
O=C(Nc1ccn(-c2ccccc2)n1)NS(=O)(=O)c1ccccc1Cl	3
O=C(Nc1sc2c(c1C(=O)Nc1ccc(Cl)cc1)CCCC2)c1ccc([N+](=O)[O-])cc1	7
O=C(c1ccco1)N1CCN(Cc2c[nH]c3ccccc23)CC1	0
CC(Cc1ccccc1)C(=O)Nc1ccc(Cl)cc1 (stereo not drawn)	6
CN(C)C=Nc1c(C(=O)NCc2ccccc2)c2n(c1C#N)CCC2	0
O=C(N/N=C/c1cc([N+](=O)[O-])c(N2CCOCC2)cc1N1CCOCC1)c1cccnc1	16
Cc1ccc(C(=O)N/C(=C\c2cccc([N+](=O)[O-])c2)C(=O)NCC(C)C)cc1	3
Cc1cc2nc3s/c(=C/c4ccccc4F)c(=O)n3c2cc1C	6
CCOC(=O)C(=O)Nc1nc2ccc([N+](=O)[O-])cc2s1	1
Cc1c(N(C(=O)c2ccc(Cl)cc2)C(C)C)c(=O)n(-c2ccccc2)n1C	5
Clc1ccccc1-c1nc(N2CCOCC2)c2ccccc2n1	2
N#C/C(=C\c1ccc(I)o1)c1ccccc1	0
O=C(Nc1cccc(Cl)c1)c1ccc(NC(=O)c2cccs2)cc1	-1
CCOC(=O)C1=NNC2C(=O)N(c3ccc(F)cc3)C(=O)C12 (stereo not drawn)	4
CCOC(=O)c1ccc2c(c1)C1C=CCC1C(c1cccc3ccccc13)N2 (stereo not drawn)	1
Cc1ccc2nc(/C(C#N)=C\c3ccc([N+](=O)[O-])o3)[nH]c2c1	13
COc1ccc(N(CC(=O)Nc2ccccc2Br)S(C)(=O)=O)c(OC)c1	11
Cc1ccc(OCCCc2c(C)n[nH]c2C)c(C)c1	-13
CCc1ccccc1NC(=O)/C(=C/c1ccccc1)c1ccccc1	3
COc1ccc(NC(=O)COc2ccc(C)cc2)cc1Cl	6

Ordered by molecular weight (lowest first): six of the compounds above
SMILES	ER stress death
Cc1ccc(OCCCc2c(C)n[nH]c2C)c(C)c1	-13
CC(Cc1ccccc1)C(=O)Nc1ccc(Cl)cc1 (stereo not drawn)	6
O=C(CSCc1ccccc1)NCCc1ccc(Cl)cc1	0
Cc1cc2nc3s/c(=C/c4ccccc4F)c(=O)n3c2cc1C	6
Clc1ccccc1-c1nc(N2CCOCC2)c2ccccc2n1	2
O=C(Nc1sc2c(c1C(=O)Nc1ccc(Cl)cc1)CCCC2)c1ccc([N+](=O)[O-])cc1	7

Following part
SMILES	ER stress death
CCOC(=O)c1c(NC(=O)c2ccc([N+](=O)[O-])cc2Cl)sc(C)c1C	13
O=C(O)CN(Cc1ccccc1)S(=O)(=O)c1ccccc1	8
Cc1c(N=Cc2cccc(Cl)c2)cccc1[N+](=O)[O-]	10
O=c1c2cnn(-c3ccccc3)c2nc(Cc2ccccc2)n1Cc1ccccc1	3
CS(=O)(=O)N1CCN(Cc2ccncc2)CC1	-3
Cc1cc(NS(=O)(=O)c2ccc(N/C=C/C(=O)c3cccs3)cc2)nc(C)n1	10
CCOC(=O)c1ccc(NC(=O)CCCN2C(=O)/C(=C/c3ccc(OC)cc3)SC2=S)cc1	8
Oc1[nH]c2ccccc2c1N=Nc1nc(-c2ccccc2)c2cc(Cl)ccc2n1	-3
CCC(=O)Nc1ccc(NC(=O)/C=C/c2ccccc2)cc1	9
CCC(C)NC(=O)c1c(-c2ccccc2Cl)noc1C (stereo not drawn)	8

From PubChem BioAssay
